Mito fusion act: mitochondrial division inhibition or fusion activation; S. cerevisiae fusion-defective mutant growth rescue, CellTiterGlo 48 h; Potency, µM (top dose mostly 46.1 µM), inactives show top-dose growth rescue (activation), hits mostly activators; 320,000 compounds, 0.23% hits;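 further: potency means the concentration at half of the fitted maximal effect; % of control where 0% means no effect; nearly all actives have a fitted effect of over 45% in size; temperature-sensitive fusion mutants such as fzo1-1 at 37 °C on non-fermentable ethanol glycerol medium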
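Compounds are tested for their ability to restore growth of mitochondrial fusion-defective yeast strains at non-permissive 37C in YPEG medium over 48 hours. Viability is quantified by luciferase luminescence.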
TCR act: activates T cell receptor signaling; Potency, µM (doses to about 9.22 µM), without a hit: at the top dose activation of IL-2 secretion, most hits filed as activators; 330,000 tested, under 10 active; primary human leukocytes, anti-CD3, IL-2 HTRF, 48 h; AID 504894; further: % of control where 0% means no effect
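Using a-CD3 beads without co-stimulation, primary human leukocytes were exposed to compounds for 48 hr. An HTRF IL-2 kit measured the cytokine, with europium-to-d2 energy transfer producing emission at 665nm upon 320nm excitation.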
hERG WT inh: blocks the wildtype human KCNH2 potassium channel; AID 720551; Q12809; U2OS, BacMam KCNH2, thallium flux FluxOr; hits give low values; 340,000 compounds, 0.37% hits; activity change, % at 1.84 µM;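 active means maximum activity change below -70%; inconclusive means maximum activity change between -70% and -50%; inactive means maximum activity change above -50%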; further: on the % scale 0 is the no-effect control and ±100 the full control effect
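U2OS cells transduced with wild-type KCNH2 virus are loaded with FluxOr dye for 45 min, and thallium flux is measured in kinetic reads before and after stimulation buffer. Rate constants are normalized to DMSO controls.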
ELG1 repair inh: ELG1-dependent DNA repair inhibition | Potency, µM (titrated, usually from 46.1 µM), for the others: top-dose activity change, negative = inhibition, actives largely listed as inhibitors | HEK293T ELG1-luciferase reporter, luminescence, 16 h; DNA damage induced by 5-fluorouridine | 330,000 compounds, 2.3% hits; further: potency means the concentration at half of the fitted maximal effect; on the % scale 0 is the no-effect control and ±100 the full control effect; nearly all actives have a fitted effect of over 55% in size
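DMSO vehicle served as the neutral condition. Each well held 2,000 cells given 5-fluorouridine plus compound; after 16 hr at 37 °C/5% CO2, ONE-Glo was added and luciferase measured 30 min later.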
A-T KAP1 phos: potential ataxia-telangiectasia treatment. 320,000 compounds, 0.19% hits. Potency, µM (doses to about 57.5 µM), for the others: top-dose activation, actives largely listed as activators. […] A-T fibroblasts, KAP-1 phosphorylation AlphaLISA; neocarzinostatin DNA damage 30 min before lysis. AID 485349; further: potency means the concentration at half of the fitted maximal effect; % of control where 0% means no effect; nearly all actives have a fitted effect of over 45% in size
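hTERT-immortalized A-T patient fibroblasts ([…]), 500 cells/well in OPTI-MEM, 1% FBS, got compounds for 60 min, then NCS for 30 min at 37C. Lysates were then assayed for phospho-KAP-1 by AlphaLISA (anti-pKAP1 donor, anti-KAP1 acceptor beads), 6 hr at 25C.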
TSHR antagonist: antagonists of human thyroid stimulating hormone receptor | P16473 | TSHR-expressing cells, TSH-stimulated cAMP HTRF, 2 h; hits give low values | activity change, negative = inhibition, % at 11.5 µM | 330,000 compounds, 0.2% hits | AID 504810;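 active means activity change below a set negative limit, meaning inhibition stronger than a set level, cut at about -70% in these data; inconclusive means activity change between two set negative limits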; further: on the % scale 0 is the no-effect control and ±100 the full control effect
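Antagonism was scored as loss of TSH-driven cAMP in TSHR cells, stimulated with 4nM TSH (EC80) for 2 hours at 37 deg C and detected by homogeneous HTRF competition immunoassay.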
Eya2 phos inh: inhibitors of human Eya2 phosphatase activity | AID 488837 | Potency, µM (highest dose often 76.9 µM), for inactives: at the highest dose activity, negative = inhibition, hits mostly inhibitors | O00167 | recombinant Eya2, OMFP fluorescence dephosphorylation (OMFP is methylfluorescein phosphate) | 330,000 compounds, 0.006% hits; further: potency means the concentration at half of the fitted maximal effect; on the % scale 0 is the no-effect control and ±100 the full control effect
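Eya2 (0.2 uM) preincubated 10 min at ambient with compound, then OMFP substrate added at 50 uM; 10 min reaction in 50 mM HEPES pH 7.5, 50 mM NaCl, 5 uM MgCl2, 0.05% BSA, 1 mM DTT. Fluorescence read at Ex 485/Em 525 nm.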
KCNH2 3.1 block: inhibitors of human KCNH2 3.1 potassium channel isoform | 340,000 compounds, 0.95% hits | activity change, % (tested at about 1.8 µM) | U2OS KCNH2 3.1, thallium flux FluxOr; hits give low values;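 active means maximum activity change below -70%; inconclusive means maximum activity change from -70% to -50%; inactive means maximum activity change above -50%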;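 further: thallium influx rate constant from kinetic fluorescence after stimulation buffer; on the % scale 0 is the no-effect control and ±100 the full control effect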
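Normalized rate constant (relative to positive and negative DMSO controls) derived from a 2 min kinetic fluorescence read after stimulation; U2OS cells expressing the 3.1 isoform via virus at 1.77 x 10^8 /mL.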
USP2a block: USP2a (human) protease inhibition | O75604 | USP2 core, Ub-CHOP2 coupled fluorogenic reporter, 485/531 | Potency, µM (highest dose often 38.3 µM), for inactives: top-dose activity change, negative = inhibition, usual class: inhibitors | 330,000 compounds, 0.01% hits | AID 463254;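 further: potency means the concentration at half of the fitted maximal effect; plate controls were DMSO wells for no effect and full inhibition by NEM control for full effect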
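Deubiquitinase activity read as fluorescence (485/531 nm) after Ub-CHOP2 cleavage activates the enterokinase reporter on its substrate; USP2 core 10nM, Ub-CHOP2 and substrate 25nM each, 30min compound preincubation then 60min RT; data normalized to NEM, curves fitted.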
TRPV1 agonist: human TRPV1 agonism. Q8NER1. activation, % at 8.33 µM. 320,000 compounds, 0.19% hits. TRPV1-expressing cells, Fluo-8 calcium influx, agonist mode. AID 540275; in the data active means activation above about 80%; inconclusive means between about 30% and that limit; further: 0% is about no effect
Target sequence (Q8NER1 whole entry, looked up): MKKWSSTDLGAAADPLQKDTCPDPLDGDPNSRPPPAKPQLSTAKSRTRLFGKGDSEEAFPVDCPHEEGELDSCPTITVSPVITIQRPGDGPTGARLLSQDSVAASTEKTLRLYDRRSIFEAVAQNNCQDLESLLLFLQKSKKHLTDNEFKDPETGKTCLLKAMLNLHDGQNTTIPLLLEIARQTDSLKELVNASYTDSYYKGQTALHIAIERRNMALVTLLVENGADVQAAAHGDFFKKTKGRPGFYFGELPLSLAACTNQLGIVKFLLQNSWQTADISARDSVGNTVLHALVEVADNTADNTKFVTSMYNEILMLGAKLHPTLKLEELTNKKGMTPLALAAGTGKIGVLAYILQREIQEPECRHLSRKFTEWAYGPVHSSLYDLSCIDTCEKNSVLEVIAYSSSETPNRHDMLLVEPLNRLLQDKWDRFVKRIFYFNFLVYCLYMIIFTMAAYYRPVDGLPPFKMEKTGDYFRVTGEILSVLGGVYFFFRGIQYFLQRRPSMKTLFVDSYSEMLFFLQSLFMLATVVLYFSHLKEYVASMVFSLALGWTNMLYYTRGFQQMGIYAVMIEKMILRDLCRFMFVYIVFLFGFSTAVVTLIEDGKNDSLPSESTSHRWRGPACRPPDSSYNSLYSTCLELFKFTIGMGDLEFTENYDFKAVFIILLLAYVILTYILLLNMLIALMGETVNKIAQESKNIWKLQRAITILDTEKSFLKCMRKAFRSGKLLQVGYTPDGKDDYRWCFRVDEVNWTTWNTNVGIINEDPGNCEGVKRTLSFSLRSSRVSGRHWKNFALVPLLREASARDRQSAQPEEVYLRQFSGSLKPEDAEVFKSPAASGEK
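TRPV1-expressing cells were cultured overnight at 35.5C and loaded with Fluo-8 calcium dye for 40 to 90 min at room temperature. After a 10 s baseline, compound was added and calcium influx was read kinetically for 3 min (ex 480/em 520 nm).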
* hit, by the source's call; ? = inconclusive; · = not tested or not shown; [ ] = dose if it differs, or a comment. Unless noted, the call rests on the fitted dose curve; in most records, active means well fitted curve in the direction sought with a large enough effect; inconclusive means small, poorly fitted or top-dose-only effect, or another doubt; inactive means no such curve, though single readings can be large; an effect the other way counts as inactive or inconclusive. These rows are one share of the data; rates above refer to the full screens.

The first 2 entries (preview)
SMILES	Mito fusion act	TCR act	hERG WT inh	ELG1 repair inh	A-T KAP1 phos	TSHR antagonist	Eya2 phos inh	KCNH2 3.1 block	USP2a block	TRPV1 agonist
CCOC(=O)C1CCCN(S(=O)(=O)c2ccc(S(=O)(=O)N(CC)CC)cc2)C1 (stereo not drawn)	-4%	-4%	4	?	7%	-18	3%	-12	2%	13
COC(=O)c1ccc(Oc2c(C)oc3cc(OCc4cnn(-c5ccccc5)c4)ccc3c2=O)cc1	0%	1%	-6	0%	?	-5	-27%	-2	2%	6

The whole of this part, from the first entry:
SMILES	Mito fusion act	TCR act	hERG WT inh	ELG1 repair inh	A-T KAP1 phos	TSHR antagonist	Eya2 phos inh	KCNH2 3.1 block	USP2a block	TRPV1 agonist
CCOC(=O)C1CCCN(S(=O)(=O)c2ccc(S(=O)(=O)N(CC)CC)cc2)C1 (stereo not drawn)	-4%	-4%	4	?	7%	-18	3%	-12	2%	13
COC(=O)c1ccc(Oc2c(C)oc3cc(OCc4cnn(-c5ccccc5)c4)ccc3c2=O)cc1	0%	1%	-6	0%	?	-5	-27%	-2	2%	6
Cc1cc(=O)oc2c(C)c(OC(C)C(=O)Nc3ccc(N4CCC(C)CC4)cc3)ccc12 (stereo not drawn)	-3%	9%	-23	-2%	4%	24	0%	2	1%	0
Cc1nn(-c2ccccc2)c(C)c1C(=O)Nc1nnc(-c2ccco2)o1	-9%	-4%	-4	6%	7%	10	3%	-17	0%	-3
Cc1cc(C)n2nc(S(=O)(=O)N(C)Cc3ccccc3)nc2n1	-4%	-1%	-44	-2%	-6%	-2	10%	-7	3%	0
COc1ccccc1CCc1nnc(CCC(=O)NC(C)Cc2cccs2)o1 (stereo not drawn)	0%	-4%	11	5%	2%	15	-6%	4	2%	-1
COCCN(C(=O)c1cccc(N2C(=O)CCC2=O)c1)c1nc(-c2ccc([N+](=O)[O-])cc2)cs1	8%	-6%	14	5.8µM*	-5%	-29	10%	11	-2%	2
CCOC(=O)N1CCN(C(=O)CCNS(=O)(=O)c2ccccc2)CC1	1%	-4%	1	9%	1%	9	-3%	2	0%	0
CC(=O)Nc1ccc(S(=O)(=O)NCc2ccc(C)n2C)cc1	4%	3%	-16	6%	-2%	3	1%	-12	0%	-4
Cc1cc(C)cc(Oc2ccccc2C=O)c1	3%	5%	-10	?	-1%	-7	2%	14	0%	·
CC(C)COP(=O)(c1ccc(N(C)C)cc1)C(O)c1ccccn1 (stereo not drawn)	-2%	4%	18	-2%	4%	-7	0%	10	-1%	-1
CC(C)CCNC(=O)NC(=O)COC(=O)/C=C/c1cccc([N+](=O)[O-])c1	2%	·	-10	12%	-6%	-1	-5%	1	-5%	-6
Cc1nn2c(N3CCOCC3)cc(C(C)(C)C)nc2c1-c1ccccc1	3%	-9%	14	18%	-2%	-3	6%	-14	-1%	16
COc1ccc(CCN2CC(C(=O)NCc3nc4ccccc4n3C)CCC2=O)cc1 (stereo not drawn)	2%	-1%	6	11%	3%	13	-2%	·	0%	2
COc1cccc(NC(=O)c2ccc(NCCCN3CCC(C)CC3)c([N+](=O)[O-])c2)c1	-2%	4%	30	?	-3%	-1	-3%	-12	3%	1
CC1=Nc2ccccc2/C1=C/c1sc(=S)n(-c2cccc(C(=O)O)c2)c1O	-5%	8%	2	8%	-1%	-37	?	-39	12%	12
CCSc1nnc(NC(=O)C2Cc3ccccc3CN2S(=O)(=O)CC)s1 (stereo not drawn)	-2%	6%[46.1 µM]	2	?	-5%	-3	1%	-2	2%	-2
O=C(NCCN1CCOCC1)c1ccc2c(c1)N(Cc1ccccc1)CCS2	-1%	-5%	8	-3%	8%	-10	-15%	-6	4%	·
CN(Cc1ccno1)C(=O)CC1C(=O)NCCN1CC(c1ccccc1)c1ccccc1 (stereo not drawn)	-5%	0%	-10	2%	1%	-6	-2%	6	1%	-1
C=CCn1c(SCc2ccc(Cl)cc2)nc2cc(C(=O)N3CCC(C(N)=O)CC3)ccc2c1=O	-11%	5%[46.1 µM]	0	8.2µM*	17%	-6	7%	-6	0%	?

An excerpt from above in order of molecular weight, largest number first:
SMILES	Mito fusion act	TCR act	hERG WT inh	ELG1 repair inh	A-T KAP1 phos	TSHR antagonist	Eya2 phos inh	KCNH2 3.1 block	USP2a block	TRPV1 agonist
COc1cccc(NC(=O)c2ccc(NCCCN3CCC(C)CC3)c([N+](=O)[O-])c2)c1	-2%	4%	30	?	-3%	-1	-3%	-12	3%	1
COc1ccc(CCN2CC(C(=O)NCc3nc4ccccc4n3C)CCC2=O)cc1 (stereo not drawn)	2%	-1%	6	11%	3%	13	-2%	·	0%	2
CCSc1nnc(NC(=O)C2Cc3ccccc3CN2S(=O)(=O)CC)s1 (stereo not drawn)	-2%	6%[46.1 µM]	2	?	-5%	-3	1%	-2	2%	-2
O=C(NCCN1CCOCC1)c1ccc2c(c1)N(Cc1ccccc1)CCS2	-1%	-5%	8	-3%	8%	-10	-15%	-6	4%	·
Cc1nn2c(N3CCOCC3)cc(C(C)(C)C)nc2c1-c1ccccc1	3%	-9%	14	18%	-2%	-3	6%	-14	-1%	16

High-throughput results deposited in PubChem BioAssay by National Center for Advancing Translational Sciences (NCATS).
